# G9a block: inhibitors of human histone lysine methyltransferase G9a. Q96KQ7. G9a H3K9 monomethylation, AlphaScreen, 2 h. AID 504332. Potency, µM (doses to about 102 µM), for inactives: at the highest dose activity, negative = inhibition, usual class: inhibitors. actives 8.8% (n = 350,000); note: % is set by controls: 0 for no effect and ±100 for the full control effect; nearly all actives have a fitted effect of over 75% in size
# Target sequence (Q96KQ7 913-1193 limits assumed): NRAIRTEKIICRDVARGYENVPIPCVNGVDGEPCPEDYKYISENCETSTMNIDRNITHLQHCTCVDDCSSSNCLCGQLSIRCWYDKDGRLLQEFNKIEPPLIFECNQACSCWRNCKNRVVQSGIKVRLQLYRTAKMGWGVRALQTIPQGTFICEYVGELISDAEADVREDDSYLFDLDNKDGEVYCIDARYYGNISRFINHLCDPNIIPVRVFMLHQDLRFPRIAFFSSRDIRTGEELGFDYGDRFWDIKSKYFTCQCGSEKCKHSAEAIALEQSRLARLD
#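 Chemiluminescent proximity detection of H3K9 monomethylation, read after 10 min bead incubation in the dark. Reaction: 20 nM G9a, 500 nM biotin-H3K9 peptide, 20 uM SAM cofactor, 2 h, room temperature, following 15 min enzyme-compound preincubation.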
# JMJD2A Tudor inh: blocks the human JMJD2A Tudor domain; O75164; AlphaScreen JMJD2A-Tudor / H3K4me3 peptide binding; Potency, µM (doses to about 114 µM), for the others: at the highest dose activity change, negative = inhibition, usual class: inhibitors; actives 4.4% (n = 390,000); note: % is set by controls: 0 for no effect and ±100 for the full control effect; nearly all actives have a fitted effect of over 50% in size
# BAZ2B block: BAZ2B (human) inhibition | Q9UIF8 | Potency, µM (doses to about 114 µM), without a hit: top-dose activity change, negative = inhibition, hits mostly inhibitors | AlphaScreen BAZ2B-H3K14Ac peptide displacement | AID 504333 | actives 4.4% (n = 360,000); note: % is set by controls: 0 for no effect and ±100 for the full control effect; nearly all actives have a fitted effect of over 60% in size
#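 Compounds, titrated to a top concentration of 110 uM, were incubated 30 min at room temperature with preformed BAZ2B/acetyl-K14 H3 peptide complex (50 nM each). Proximity signal was measured by AlphaScreen after 20 min with beads.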
# Pol kappa inh: inhibitors of human DNA polymerase kappa; actives 0.53% (n = 400,000); purified Pol kappa, fluorescent DNA synthesis assay, 10 min; Potency, µM (doses to about 107 µM), for inactives: top-dose activity, negative = inhibition, hits mostly inhibitors; AID 588579; Q9UBT6; note: % is set by controls: 0 for no effect and ±100 for the full control effect
#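 Fluorescent qHTS in 1536-well format: enzyme (10 nM) and compound sat 15 min at room temperature before 50 nM substrate (final) was added. Signal taken at 0 and 10 min; no-enzyme buffer wells were negative controls.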
# Pol iota inh: blocks human DNA polymerase iota activity. Q9UNA4. Pol iota fluorescent replication assay, 10 min. Potency, µM (titrated, usually from 115 µM), for the others: at the highest dose activity, negative = inhibition, hits mostly inhibitors. actives 1% (n = 390,000)
#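 Pol iota at 10 nM preincubated 15 min with compounds at room temperature; reaction started with fluorescent substrate, 50 nM final. Fluorescence read kinetically at 0 and 10 min; buffer-only wells as negative control.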
# BLM inh: Bloom syndrome helicase (human) inhibition; recombinant BLM DNA unwinding, fluorescence dequenching; actives 0.2% (n = 350,000); Potency, µM (titrated, usually from 56.1 µM), for the others: at the top dose activity change, negative = inhibition, hits mostly inhibitors; AID 2528; P54132;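 note: plate controls were vehicle for no effect and no enzyme for full effect; nearly all actives have a fitted effect of over 35% in size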
# POLB inh: blocks human DNA polymerase beta activity; P06746; Pol beta primer extension/strand displacement, fluorescence kinetic; Potency, µM (titrated, usually from 114 µM), without a hit: top-dose activity change, negative = inhibition, most hits filed as inhibitors; actives 1.3% (n = 340,000); AID 485314; note: % is set by controls: 0 for no effect and ±100 for the full control effect
#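 Human Pol beta at 10 nM; strand-displacement substrate 50 nM final. Compound exposure 15 min at room temperature before start, reaction 10 min at room temperature.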
# POLH inh: inhibitors of human DNA polymerase eta | Potency, µM (highest dose often 114 µM), without a hit: at the highest dose activity change, negative = inhibition, usual class: inhibitors | actives 1.2% (n = 390,000) | recombinant Pol eta, fluorescent DNA replication assay | AID 588591 | Q9Y253; note: % is set by controls: 0 for no effect and ±100 for the full control effect
# Target sequence (Q9Y253 whole entry, looked up): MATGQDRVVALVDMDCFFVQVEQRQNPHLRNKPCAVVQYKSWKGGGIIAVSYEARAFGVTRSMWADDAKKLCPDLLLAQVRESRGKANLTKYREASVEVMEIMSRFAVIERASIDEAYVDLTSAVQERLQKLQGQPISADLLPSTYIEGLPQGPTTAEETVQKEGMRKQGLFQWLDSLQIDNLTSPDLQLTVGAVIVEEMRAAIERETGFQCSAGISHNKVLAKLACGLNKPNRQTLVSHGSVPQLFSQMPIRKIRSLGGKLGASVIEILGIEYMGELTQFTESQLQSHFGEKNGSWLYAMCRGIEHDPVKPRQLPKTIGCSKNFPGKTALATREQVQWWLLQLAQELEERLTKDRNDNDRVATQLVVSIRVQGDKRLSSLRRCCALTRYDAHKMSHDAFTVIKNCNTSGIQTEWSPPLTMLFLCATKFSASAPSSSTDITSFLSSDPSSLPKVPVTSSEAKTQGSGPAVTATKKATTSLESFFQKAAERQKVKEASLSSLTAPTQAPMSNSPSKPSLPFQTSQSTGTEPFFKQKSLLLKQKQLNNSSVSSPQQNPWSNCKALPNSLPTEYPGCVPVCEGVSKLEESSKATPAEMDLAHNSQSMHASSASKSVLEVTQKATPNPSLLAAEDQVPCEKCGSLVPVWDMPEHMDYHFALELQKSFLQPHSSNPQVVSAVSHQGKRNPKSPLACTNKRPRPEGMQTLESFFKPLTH
#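 Pol eta at 10 nM preincubated with compounds 15 min at room temperature; reaction started with fluorescent substrate (50 nM final) and read kinetically at 0 and 10 min.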
# APEX1 inh: inhibitors of human APE1 endonuclease; P27695; recombinant APE1, TAMRA/BHQ-2 abasic DNA cleavage fluorescence; Potency, µM (titrated, usually from 65.8 µM), without a hit: at the highest dose activity change, negative = inhibition, usual class: inhibitors; actives 0.35% (n = 350,000); AID 2517;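 note: plate controls were vehicle for no effect and reference inhibitor for full effect; nearly all actives have a fitted effect of over 55% in size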
#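 Measures dequenching upon AP-site incision of a 5'-TAMRA/3'-BHQ-2 THF-containing duplex, 50 nM; human APE1 0.75 nM after 15 min room-temperature exposure to compound; kinetic three-point read at one-minute spacing.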
# Starred values were filed as active, the others as inactive; ? = inconclusive; . = not tested or not shown; & = joins results of further samples; [ ] = dose if it differs, or a comment. Calls come from the whole dose curve; as a rule, active = well fitted curve in the direction sought with a large enough effect; inconclusive = small, poorly fitted or top-dose-only effect, or another doubt; inactive = no such curve, though single readings can be large; an effect the other way counts as inactive or inconclusive. Potency is the fitted concentration of half-maximal effect.
SMILES | G9a block | JMJD2A Tudor inh | BAZ2B block | Pol kappa inh | Pol iota inh | BLM inh | POLB inh | POLH inh | APEX1 inh
COc1ccc([N+](=O)[O-])cc1NC(=O)CCN1CCN(c2ccccc2)CC1 | -12%[59 µM] | -1% | -5% | 2% | 64%[activator] | -1% | -24% | -12% | 4%
COc1ccc(C(=O)n2nc(N)c3cc4ccc(C)cc4nc32)cc1OC | 4%[59 µM] | -6% | -5% | 5% | -2% | -15% | 34% | -7% | .
O=C(c1ccccc1NS(=O)(=O)c1ccccc1)N1CCCCCC1 | 10%[0.501 µM] | -7% | 11% | -11% | 113%[activator] | -4% | -2% | 1% | 19%
CN1CCN(Cc2cc(=O)oc3cc4c(cc23)CCC4)CC1 | -14% | -14% | 10% | -2% | 15% | 2% | 4% | -13% | 5%
CCCC1=NN(C(=O)Cc2ccc(OC)cc2)C(O)(C(F)(F)F)C1 (stereo not given) | 65%[activator][59 µM] | 3% | -2% | -6% | 16% | -1% | 8% | -21% | 6%
O=C(Nc1sc2c(c1C(=O)O)CCCC2)c1ccccc1Cl | 24%[0.501 µM] | -19% | -2% | -4% | 7% | 3% | 2% | -19% | 6%
COc1ccccc1/C=C/C=N/n1c(-c2ccc(Cl)cc2Cl)n[nH]c1=S | . | ? | ? | -10% | 23% | -12% | 4% | 20% | 0%
COc1ccc(C(=O)N2CCCC(c3nc(-c4cccs4)no3)C2)cc1OC (stereo not given) | -4% | -18% | 7% | -14% | 25% | -1% | 8% | -16% | -4%
CCC(=O)Nc1ccc(NC(=O)c2ccccc2)nc1 | -2% | -10% | -19% | 3% | 15% | -2% | 23% | -9% | -8%
CCn1cc(C(=O)O)c(=O)c2cc(F)c(N3CCN(C(=S)NC(=O)c4ccccc4Cl)CC3)cc21 | -52% | 1%[11.4 µM] | ? | -5% | 23% | 3% | 8% | -3% | 2%
CCN(CCO)c1ncnc2c1sc1nc(C(C)C)c3c(c12)CC(C)(C)OC3 | -16%[59 µM] | -14% | 8% | -18% | ? | -1% | 18% | -10% | 3%
O=C(Nc1cccc(O)c1)C1CC(c2ccc(Cl)cc2)=NO1 (stereo not given) | 21%[59 µM] | -10% | -29% | -6% | 36%[activator] | -6% | 26% | -19% | 8%
CN(C(=O)NC1CC(=O)N(c2ccc3c(c2)OCCO3)C1)c1ccccc1 (stereo not given) | 10% | -15% | 15% | 2% | 14% | . | . | -5% | -6%
O=C(NNc1cccc([N+](=O)[O-])c1)/C(=C\c1cccnc1)NC(=O)c1ccccc1 | 50µM* | -8% | -24% | 0% | -7% | 3% | 0% | -13% | 2%
COc1ccccc1CCNC(=O)CSc1nnc2ccc(-c3cccnc3)nn12 | 7% | 1%[11.4 µM] | -17% | 2% | 37%[activator] | -4% | -2% | -7% | 3%
COc1ccccc1-n1cnc2cc(C(=O)NCc3ccco3)ccc21 | -8%[12.7 µM] | 0% | -37% | -8% | -4% | -5% | 1% | ? | 2%
O=C(NC1CCCCNC1=O)c1ccc(Cl)cc1 (stereo not given) | -9%[59 µM] | -4% | -8% | 0% | 8% | -1% | -20% | -8% | -3%
O=C(NC(=S)Nc1ccc(S(=O)(=O)Nc2nccs2)cc1)c1cccc(F)c1 | -16% | -18% | 0% | -16% | 48%[activator] | 0% | 5% | -8% | 1%
Cn1c(C(=O)N(Cc2ccccc2)Cc2ccccn2)cc2sccc21 | ? | ? | ? | -11% | 7% | -8% | 3% | -2% | -2%
Cc1nn(C(C)C(=O)NC2CCC(C)CC2)c(=O)c2cc3sccc3n12 (stereo not given) | -2%[59 µM] | -3% | -11% | 11% | 41%[activator] | -5% | 19% | -14% | .
CC(C)Oc1ccc(C(CC(=O)O)NC(=O)Cc2ccccc2)cc1 (stereo not given) | -4% | 13% | -2% | 0% | -27% | -2% | 3% | -9% | 10%
COc1ccc2oc(C(=O)OCC(=O)Nc3ccccc3OC)c(C)c2c1 | -6% | -12% | -6% | -3% | 30%[activator] | . | . | -26% | 37%
Cc1cc(NS(=O)(=O)c2ccccc2)n(-c2ccccc2)n1 | 17%[12.7 µM] | -4% | 6% | 1% | ? | 2% | -12% | -15% | -1%
COc1ccc(C2=NN(C(=O)CSc3cn(C)c4ccccc34)C(c3ccc(OC)cc3)C2)cc1 (stereo not given) | ? | -24% | -28% | -10% | -3% | -4% | 5% | -21% | -7%
CCOc1c(OC(C)=O)ccc(/C=C/c2ccc3cccc(OC(C)=O)c3n2)c1[N+](=O)[O-] | 17%[0.0925 µM] | ? | ? | -15% | 3% | -14% | 2% | -14% | -5%
O=C1CCC(C(=O)N2CCCCO2)CN1Cc1cccc(C(F)(F)F)c1 (stereo not given) | 23% | -9% | -4% | 0% | -14% | -5% | 4% | -16% | 73%[activator]
C=CCn1cnnc1SCC(=O)NCC1COc2ccccc2O1 (stereo not given) | -33% | -1% | -6% | -8% | 12% | . | . | -12% | -6%
CS(=O)(=O)N1CCCC(C(=O)NCc2cccs2)C1 (stereo not given) | -8%[59 µM] | -2% | -14% | ? | 21% | 0% | 12% | -17% | -2%
CCC(C)C(=O)Nc1nccs1 (stereo not given) | . | -8% | -21% | -2% | 48%[activator] | -5% | 5% | -18% | 4%
CC(C)(C)c1ccc(C(=O)N/C(=C\c2cccs2)C(=O)NCc2ccco2)cc1 | ? | ? | ? | -3% | -1% | 0% | 11% | -19% | -8%

# The final seven entries of the section before are carried over, then new ones follow.
SMILES | G9a block | JMJD2A Tudor inh | BAZ2B block | Pol kappa inh | Pol iota inh | BLM inh | POLB inh | POLH inh | APEX1 inh
COc1ccc(C2=NN(C(=O)CSc3cn(C)c4ccccc34)C(c3ccc(OC)cc3)C2)cc1 (stereo not given) | ? | -24% | -28% | -10% | -3% | -4% | 5% | -21% | -7%
CCOc1c(OC(C)=O)ccc(/C=C/c2ccc3cccc(OC(C)=O)c3n2)c1[N+](=O)[O-] | 17%[0.0925 µM] | ? | ? | -15% | 3% | -14% | 2% | -14% | -5%
O=C1CCC(C(=O)N2CCCCO2)CN1Cc1cccc(C(F)(F)F)c1 (stereo not given) | 23% | -9% | -4% | 0% | -14% | -5% | 4% | -16% | 73%[activator]
C=CCn1cnnc1SCC(=O)NCC1COc2ccccc2O1 (stereo not given) | -33% | -1% | -6% | -8% | 12% | . | . | -12% | -6%
CS(=O)(=O)N1CCCC(C(=O)NCc2cccs2)C1 (stereo not given) | -8%[59 µM] | -2% | -14% | ? | 21% | 0% | 12% | -17% | -2%
CCC(C)C(=O)Nc1nccs1 (stereo not given) | . | -8% | -21% | -2% | 48%[activator] | -5% | 5% | -18% | 4%
CC(C)(C)c1ccc(C(=O)N/C(=C\c2cccs2)C(=O)NCc2ccco2)cc1 | ? | ? | ? | -3% | -1% | 0% | 11% | -19% | -8%
COc1ccc(CN2CNc3nc4ccccc4n3C2)cc1 | -8% | -8% | 5% | 0% | 7% | -4% | -1% | -14% | -1%
Cc1nc2c(C)cccn2c(=O)c1NC(=O)c1ccc2c(c1)OCO2 | -5% | -8% | -4% | -12% | 12% | . | . | 2% | 8%
CCOC(=O)C1=C(C)C2C3C(=O)N(c4cc(C)ccc4C)C(=O)C3C1(C)C1C(=O)N(c3cc(C)ccc3C)C(=O)C21 (stereo not given) | -41%[59 µM] | -23% | -31% | -27% | -7% | -3% | 16% | -15% | 19%
CCOC(=O)N1CCN(C(=O)Cn2cnc3ccccc3c2=O)CC1 | 2%[12.7 µM] | -12% | -17% | -3% | 44%[activator] | -13% | 3% | -5% | 5%
Cc1ccc(NC(=O)c2ccc(N3CCOCC3)c([N+](=O)[O-])c2)cc1S(=O)(=O)N1CCOCC1 | -3%[59 µM] | ? | ? | -21% | -28% | 0% | 6% | -12% | -8%
COc1ccc(-c2noc(-c3ccc(N4CCN(C)CC4)c([N+](=O)[O-])c3)n2)cc1 | 0%[59 µM] | -24% | 3% | -16% | 0% | -4% | -1% | -9% | .
CCCc1nnc(NC(=O)c2nc(S(=O)(=O)Cc3ccc(C)cc3)ncc2Cl)s1 | 13µM* | -16%&-35% | -20%&-9% | 15%&-6% | ? | -6%&0% | 13%&15% | -3%&-28% | 10%
COc1ccc(NC(=O)CN2C(=O)COc3ccc(S(=O)(=O)N4CCCCC4)cc32)cc1OC | 29%&4%[59 µM] | -13%&-13% | -13%&3% | 2% | -7%&32% | 1%&3% | 0%&0% | -18%&-17% | -15%
Cc1ccc(C(=O)OCC(=O)Nc2sc3c(c2C#N)CCCCC3)cc1NC(=O)c1ccco1 | -11%[59 µM] | -21% | -2% | 1% | ? | -10% | 10% | -13% | -5%
c1ccc(OCc2nnc3n2CCCCC3)cc1 | -2%[59 µM] | -11% | 3% | -10% | 27% | -2% | -8% | -8% | 1%
CCNc1nc(-c2ccc(OC(F)F)cc2)c(C)s1 | 40µM* | -27% | -29% | -3% | -38% | -1% | -21% | -9% | 7%

# Only part of the results is shown (hit frequency here may not be typical).
